Screening results (PubChem)
IP6K1 inhibitor = Primary qHTS assay for small molecule inhibitors of Inositol hexaphosphate kinase 1 (IP6K1); IP6K1 kinase, ADP-Glo luminescence, 2 h; stronger effect = lower value; actives 0.81% (n = 140,000); Inositol hexakisphosphate kinase 1 (Homo sapiens), Q92551; activity change, % (series mostly up to about 58 µM); in the data active = activity change below about -25%
Target sequence (Q92551 whole entry, looked up): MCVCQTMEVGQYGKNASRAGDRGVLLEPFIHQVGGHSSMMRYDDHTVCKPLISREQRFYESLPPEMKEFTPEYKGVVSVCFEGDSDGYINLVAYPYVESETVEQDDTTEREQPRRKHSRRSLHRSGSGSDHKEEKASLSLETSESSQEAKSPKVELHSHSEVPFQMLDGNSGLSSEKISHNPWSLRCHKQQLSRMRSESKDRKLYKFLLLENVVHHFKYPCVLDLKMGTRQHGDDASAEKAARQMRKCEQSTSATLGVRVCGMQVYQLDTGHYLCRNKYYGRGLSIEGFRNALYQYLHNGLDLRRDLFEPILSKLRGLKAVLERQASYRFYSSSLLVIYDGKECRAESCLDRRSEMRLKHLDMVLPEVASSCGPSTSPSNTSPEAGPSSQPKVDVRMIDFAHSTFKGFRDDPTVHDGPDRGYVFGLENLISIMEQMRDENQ
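ADP-Glo luminescence measures ADP made by human IP6K1 during a 2 h RT reaction with ATP/IP6 (mix at 1.3 mM/130 uM); top library doses 57.5 and 19.1 uM final.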
SNCA expr inhib = Primary qHTS assay for inhibitors of alpha-synuclein gene (SNCA) expression. actives 0.17% (n = 140,000). Potency, µM (series often up to 57.2 µM), for inactives: at the top dose activity change, negative = inhibition, most hits filed as inhibitors. HEK-293 SNCA-luciferase knock-in, luminescence, 24 h;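 note: potency is the fitted concentration of half-maximal effect; plate controls were DMSO cells for no effect and cell-free wells for full effect; nearly all actives have a fitted effect of over 45% in size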
HEK cytotox = Cytotoxic Profiling in HEK 293 Cell Line of Diverse Libraries Using Quantitative High-Throughput Screening; actives 6.6% (n = 94,000); HEK 293 viability, ATP luminescence (CellTiter-Glo), 48-72 h; Potency, µM (highest dose often 115 µM), for the others: top-dose activity change, negative = cytotoxicity, hits mostly inhibitors; note: potency is the fitted concentration of half-maximal effect; nearly all actives have a fitted effect of over 60% in size
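HEK 293 seeded at 250 cells/well receive compound via pintool. After 48 or 72 hr at 37 degree Celsius, 5% CO2 and 95% humidity, CellTiter-Glo is dispensed and luminescence read following 10 min at room temperature.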
HEK293 viab = GF-AFC viability counterscreen for inhibitors of alpha-synuclein gene (SNCA) expression; HEK-293-SNCA-luc viability, GF-AFC fluorescence, 24 h; Potency, µM (top dose mostly 57.1 µM), inactives show at the highest dose activity change, negative = cytotoxicity, most hits filed as cytotoxic; actives 0.12% (n = 150,000); AID 1671193, 2021;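 note: potency is the fitted concentration of half-maximal effect; 0% = DMSO-treated cells and -100% = medium-only wells without cells; nearly all actives have a fitted effect of over 30% in size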
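Cytotoxicity counterscreen: after 24 h compound treatment of genome-edited SNCA-luciferase HEK-293 cells, live-cell protease substrate GF-AFC read by fluorescence after 30 min; activity scaled between DMSO (0%) and medium-only (-100%), curves Hill-fitted.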
GPT2 inhibitor = Primary qHTS assay for inhibitors of Glutamate pyruvate transaminase 2 (GPT2); Alanine aminotransferase 2 (Homo sapiens), Q8TD30; Recombinant GPT2, coupled pyruvate oxidase/HRP Amplex Red fluorescence; Potency, µM (highest dose often 57.7 µM), for inactives: at the highest dose activity change, negative = inhibition, actives largely listed as inhibitors; actives 0.25% (n = 100,000); AID 1671188, 2021; note: potency is the fitted concentration of half-maximal effect; nearly all actives have a fitted effect of over 60% in size; many of its hits are not listed in these tables
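Fluorescence read-out: pyruvate from GPT2 turnover coupled to pyruvate oxidase, HRP and Amplex Red (0.2mM ThPP, 0.2U/mL PO and HRP, 50uM Amplex final). Substrates 250uM a-KG, 2mM L-alanine; enzyme 10ng/uL; 30 min RT.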
NIH3T3 tox = Cytotoxic Profiling in NIH 3T3 Cell Line of Diverse Libraries Using Quantitative High-Throughput Screening. NIH 3T3 viability, CellTiter-Glo ATP luminescence, 48-72 h. Potency, µM (highest dose often 96.7 µM), without a hit: at the highest dose activity change, negative = cytotoxicity, hits mostly inhibitors. actives 4.3% (n = 94,000). AID 1345082, 2018; note: potency is the fitted concentration of half-maximal effect; nearly all actives have a fitted effect of over 55% in size
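First NIH 3T3 cells are plated at 400 cells/well; next compound is pinned in; then plates incubate 48 or 72 hr at 37 °C; finally CellTiter-Glo is added and luminescence read after 10 min.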
FLuc inh = Firefly luciferase inhibition profiling of diverse chemical library using quantitative high-throughput screening. purified P. pyralis luciferase, luminescence, biochemical. Potency, µM (titrated, usually from 115 µM), inactives show at the highest dose activity change, negative = inhibition, most hits filed as inhibitors. actives 2.5% (n = 76,000); note: potency is the fitted concentration of half-maximal effect; nearly all actives have a fitted effect of over 65% in size
Target sequence (P08659 whole entry, looked up): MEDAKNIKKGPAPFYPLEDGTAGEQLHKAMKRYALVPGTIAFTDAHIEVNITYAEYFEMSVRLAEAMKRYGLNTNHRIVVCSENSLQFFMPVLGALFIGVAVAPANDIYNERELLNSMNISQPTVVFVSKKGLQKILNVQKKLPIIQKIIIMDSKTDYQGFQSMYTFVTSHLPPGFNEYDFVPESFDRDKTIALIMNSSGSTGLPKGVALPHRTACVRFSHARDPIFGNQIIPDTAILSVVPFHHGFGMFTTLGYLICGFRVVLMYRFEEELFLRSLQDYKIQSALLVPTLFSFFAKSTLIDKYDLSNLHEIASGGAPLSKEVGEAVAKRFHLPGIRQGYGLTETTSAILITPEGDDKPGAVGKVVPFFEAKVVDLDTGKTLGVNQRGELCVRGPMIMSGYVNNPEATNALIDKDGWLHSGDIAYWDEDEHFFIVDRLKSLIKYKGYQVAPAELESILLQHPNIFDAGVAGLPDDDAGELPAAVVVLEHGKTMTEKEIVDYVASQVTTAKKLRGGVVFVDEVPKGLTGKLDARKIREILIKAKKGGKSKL
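Biochemical qHTS: compound (6-point titration) added to 10uM D-luciferin plus 10uM ATP in Tris acetate pH 7.5 buffer with Mg, Tween-20 and BSA, then purified enzyme at 10nM; light output imaged.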
* = called active by the depositor; i = inactive; ? = inconclusive; · = not tested or not shown; & = joins results of further samples; [ ] = another dose, or the depositor's remark. Unless noted, calls come from the whole dose curve; as a rule, active = well fitted curve in the direction sought with a large enough effect; inconclusive = small, poorly fitted or top-dose-only effect, or another doubt; inactive = no such curve, though single readings can be large; an effect the other way counts as inactive or inconclusive. Unless noted, % is set by controls: 0 for no effect and ±100 for the full control effect.

(1) O=C(c1ccc(F)cc1)N1CCCN(c2ccc3nnc(-c4ccccc4)n3n2)CC1
(2) COc1ccc(-c2nc3scc(CCNS(=O)(=O)c4ccc(F)cc4F)n3n2)cc1OC
(3) O=C(N1CCOCC2(C1)CN([S+](=O)([O-])c1ccccc1)C2)C1(c2ccccc2)CC1
(4) COc1cccc(CNC(=O)c2nc(Cn3nc(C)c(Br)c3C)no2)c1
(5) CC(C)C[C@H]1C(=O)N2CCC[C@H]2[C@]2(O)O[C@](NC(=O)[C@@H]3C=C4c5cccc6[nH]c(Br)c(c56)C[C@H]4N(C)C3)(C(C)C)C(=O)N12
(6) COc1cccc(-c2ccc(C(=O)NCCNC(=O)Nc3ccc(Cl)cc3)cc2)c1
(7) CCc1ccc(NS(=O)(=O)c2ccc(NC(=O)N3CCCC3)cc2)cc1
(8) CC(=O)NC(C)c1nc2ccccc2n1Cc1ccccc1Cl (centres undefined)

Compound	1	2	3	4	5	6	7	8
IP6K1 inhibitor	-1&3	4	34	8	·	-12	-9	-26*
SNCA expr inhib	·	19%	-7%[87.6 µM]	7%	-28%	·	?	0%
HEK cytotox	-19%&-21%	·	?	·	·	?	·	·
HEK293 viab	·	-18%	-16%[87.6 µM]	13%	-19%	·	0%	2%
GPT2 inhibitor	·	·	-28%[88.5 µM]	·	i	·	·	·
NIH3T3 tox	?	·	-23%[138 µM]	·	·	-16%	·	·
FLuc inh	·	·	0%[172 µM]	·	·	·	·	·

(9) CCC(CC)CN1CC2(CCN(C(=O)CCc3nncn3C)CC2)OC1=O
(10) O=C(NO)c1cnc(N2CCN(S(=O)(=O)c3ccc4ccccc4c3)CC2)nc1
(11) O=C1Cc2c(-c3ccc(F)cc3F)n[nH]c2CN1Cc1ccccc1F
(12) O=C(Nc1ccc2oc(-c3ccc4ccccc4c3)nc2c1)c1cc(Cl)ccc1Cl
(13) Cc1ccccc1N1Cc2c(NC3CC3)ncnc2N(C)CC1=O
(14) CC1(C)CC[C@]2(C(=O)O)CC[C@]3(C)C(=CCC4[C@@]5(C)C[C@@H](O)[C@H](O)[C@](C)(CO)C5CC[C@]43C)[C@@H]2[C@@H]1O (some centres undefined)
(15) CCOc1ccc(C(=O)Oc2c(Sc3ccccc3)c(C)nn2C(C)(C)C)cc1OCC
(16) Cn1nnnc1SCCNCc1ccc(OCc2ccccc2Cl)cc1

Compound	9	10	11	12	13	14	15	16
IP6K1 inhibitor	22	-8	5	7	-7	-9	2	6
SNCA expr inhib	-23%	·	-12%[87.6 µM]	16%	5%[87.6 µM]	·	?	57%[activator]
HEK cytotox	2%	·	-18%[172 µM]	·	-11%[172 µM]	·	·	·
HEK293 viab	2%	-20%[23.9 µM]	-6%[87.6 µM]	5%	0%[87.6 µM]	14%[23.9 µM]	-17%	-7%
GPT2 inhibitor	i	i	-12%[88.5 µM]	·	4%[88.5 µM]	i	·	·
NIH3T3 tox	i	·	?	·	4%[138 µM]	·	·	·
FLuc inh	2%	·	-1%[172 µM]	·	-5%[172 µM]	·	·	·

(17) O=C(NC1CCCCC1)c1ccc2nnc(Cc3ccc(Cl)cc3)n2c1
(18) C=CCNC(=O)N[C@H]1CCN(C(=O)CC(C)(C)C)[C@@H]1C(=O)N[C@@H](Cc1cccs1)C(N)=O
(19) O=C(NC1CCCCCC1)C1CCc2nnc(-c3ccccn3)n21 (centres undefined)
(20) CCOc1ccccc1C1NC(=O)N(CC(=O)Nc2cc(F)ccc2F)C2=C1C(=O)OC2 (centres undefined)
(21) Cc1nc(-c2c3n(c(=O)n(CC(=O)Nc4cccc(C(C)C)c4)c2=O)CCCCC3)no1
(22) COc1ccc(C(=O)N2CCC(CCn3c(C)cnc3-c3cccnc3)CC2)cc1
(23) Cc1noc(C)c1CC(=O)N(C)C1CCc2nn(CC3CC3)c(=O)n2CC1 (centres undefined)
(24) CC1CCN(S(=O)(=O)c2ccc3c(c2)N(CC(=O)NCCCN2CCCCC2)C(=O)CS3)CC1

Compound	17	18	19	20	21	22	23	24
IP6K1 inhibitor	-4	4	5	3	38	7	-7	26
SNCA expr inhib	-27%	8%	-6%[87.6 µM]	-11%	-16%	10%	12%	-3%
HEK cytotox	-29%	-2%	3%[172 µM]	-23%	-4%	-30%	i	·
HEK293 viab	-7%	-4%	5%[12.5 µM]	2%	12%	-2%	13%	1%
GPT2 inhibitor	i	-3%	?	1%	-11%	?	-30%	·
NIH3T3 tox	?	-10%	-20%[138 µM]	-18%	-11%	?	i	·
FLuc inh	·	1%	·	7%	9%	·	2%	·

(25) COc1cccc(NC(=O)Nc2cccc(-c3ccc(N4CCOCC4)nn3)c2)c1
(26) CCOCCCNC(=O)N1CCC(c2noc(-c3cnccn3)n2)C1 (centres undefined)
(27) Cc1c(C(=O)OCc2ccccc2)[nH]c2c1C(=O)CC(c1ccc(N(C)C)cc1)C2 (centres undefined)
(28) Cc1cc(C)c2c(CC(=O)Nc3cc(C(F)(F)F)ccc3Cl)coc2c1
(29) O=C(NCc1cccn1Cc1ccccc1)Nc1cccc(C(F)(F)F)c1
(30) O=C(Nc1cccnc1)[C@H]1CN(Cc2ccccc2)C[C@H]1C(=O)O
(31) Cc1ccccc1NC(=O)c1sc2nc3c(cc2c1N)CN(Cc1ccccc1)CC3
(32) CN1C(=O)C(CC(=O)NCc2cccs2)Sc2ncccc21 (centres undefined)

Compound	25	26	27	28	29	30	31	32
IP6K1 inhibitor	-21	-12	16	-9	7	26	-9	0
SNCA expr inhib	-55%	17%	10%	37%[activator]	-1%	9%	?	10%
HEK cytotox	?	6%	·	·	·	-18%	·	-3%
HEK293 viab	?	1%	-7%	7%	-5%	4%	2%	9%
GPT2 inhibitor	5%	0%	·	·	·	i	·	i
NIH3T3 tox	?	i	·	·	·	-27%	·	-1%
FLuc inh	1µM*	14%	·	·	·	-6%	·	-1%

Shown field by field: entries from further up.
#27 Cc1c(C(=O)OCc2ccccc2)[nH]c2c1C(=O)CC(c1ccc(N(C)C)cc1)C2 (centres undefined)
  IP6K1 inhibitor: 16	SNCA expr inhib: 10%	HEK cytotox: ·	HEK293 viab: -7%	GPT2 inhibitor: ·	NIH3T3 tox: ·	FLuc inh: ·
#28 Cc1cc(C)c2c(CC(=O)Nc3cc(C(F)(F)F)ccc3Cl)coc2c1
  IP6K1 inhibitor: -9	SNCA expr inhib: 37%[activator]	HEK cytotox: ·	HEK293 viab: 7%	GPT2 inhibitor: ·	NIH3T3 tox: ·	FLuc inh: ·
#29 O=C(NCc1cccn1Cc1ccccc1)Nc1cccc(C(F)(F)F)c1
  IP6K1 inhibitor: 7	SNCA expr inhib: -1%	HEK cytotox: ·	HEK293 viab: -5%	GPT2 inhibitor: ·	NIH3T3 tox: ·	FLuc inh: ·

(list continues)
(33) N#Cc1ccc(C(=O)N[C@@H](Cc2ccccc2)C(=O)N2CCCOCCNC(=O)CC2)cc1
(34) CCCOc1ccc(CN2CCCC(COc3ccccc3C(=O)NC3CC3)C2)cc1 (centres undefined)
(35) CN1CCN(c2ncnc3c2cnn3-c2cccc(Cl)c2)CC1
(36) COc1ccc(-c2cnc3[nH]cc(CC(=O)NCCc4ccccn4)c3c2)cc1
(37) O=C(O)c1ccnc(-c2ccnc(NCC(O)c3ccccc3Cl)n2)c1 (centres undefined)
(38) O=C(NCC1CCN(c2cc(-c3ccc(F)cc3)[nH]n2)CC1)c1c[nH]c2ccccc12
(39) CC(=O)N1CCC(C(=O)N2CCCC(c3nc4ccncc4[nH]3)C2)CC1 (centres undefined)
(40) COc1cccc(CN2CCCC3(CCN(C(=O)c4ccc(OC)nc4OC)C3)C2)c1 (centres undefined)

Compound	33	34	35	36	37	38	39	40
IP6K1 inhibitor	-3	11	6	-21	0	0	5	9
SNCA expr inhib	?	7%	?	2%[87.6 µM]	?	7%	20%	2%
HEK cytotox	i	?	·	-23%[172 µM]	i	?	-8%	?
HEK293 viab	3%	-21%	-9%	10%[87.6 µM]	7%	-5%	0%	-21%
GPT2 inhibitor	i	-8%	·	2%[88.5 µM]	-3%	?	i	1%
NIH3T3 tox	-7%	?	·	?	i	32µM*	-17%	?
FLuc inh	-8%	8%	·	-19%[172 µM]	32µM*	?	·	-8%

Quoted at random: four compounds from above.
(36) COc1ccc(-c2cnc3[nH]cc(CC(=O)NCCc4ccccn4)c3c2)cc1
(37) O=C(O)c1ccnc(-c2ccnc(NCC(O)c3ccccc3Cl)n2)c1 (centres undefined)
(40) COc1cccc(CN2CCCC3(CCN(C(=O)c4ccc(OC)nc4OC)C3)C2)c1 (centres undefined)
(35) CN1CCN(c2ncnc3c2cnn3-c2cccc(Cl)c2)CC1

Compound	36	37	40	35
IP6K1 inhibitor	-21	0	9	6
SNCA expr inhib	2%[87.6 µM]	?	2%	?
HEK cytotox	-23%[172 µM]	i	?	·
HEK293 viab	10%[87.6 µM]	7%	-21%	-9%
GPT2 inhibitor	2%[88.5 µM]	-3%	1%	·
NIH3T3 tox	?	i	?	·
FLuc inh	-19%[172 µM]	32µM*	-8%	·

Next compounds.
(41) COCCOc1ccc2c(n1)CCN(C(=O)c1cc(C)nn1C)C2
(42) CCOC(=O)CNC(=O)N1CC2(CCCCC2)CC1COc1ccc(OC)cc1 (centres undefined)
(43) COc1ccc(C(=O)N2CCCCC2CCn2cc(-c3ccccc3)nn2)cc1 (centres undefined)
(44) O=C(c1nccc2ccccc12)N1CCC2(CC1)NCCc1c2[nH]c2ccccc12
(45) CC(=O)Nc1ccc2nnc(-c3ccc(C(=O)N4CCCCCC4)cc3)n2c1
(46) Cc1ccc2c(c1)c(=O)c(S(=O)(=O)c1ccc(C)c(C)c1)cn2CC(=O)Nc1ccccc1
(47) COc1cccc(CN2CCC(C(Cc3ccccc3F)N(C)C(=O)c3cccs3)CC2)c1O (centres undefined)
(48) Cc1cc(OCCCS(C)(=O)=O)cc(C)c1-c1cccc(COc2ccc3c(c2)OCC3CC(=O)O)c1 (centres undefined)
(49) O=C(C1CCCN1C(=O)C1CC1)N1CCC(N2CCOCC2=O)CC1 (centres undefined)

Compound	41	42	43	44	45	46	47	48	49
IP6K1 inhibitor	-23	15	15	33	-6	6	4	-15	8
SNCA expr inhib	20%	5%	27%	6%	2%	12%	15%	·	-3%
HEK cytotox	5%	-26%	?	-26%	-18%	·	-11%	·	4%
HEK293 viab	3%[12.5 µM]	-1%	-6%	-6%[12.5 µM]	-7%	-1%	2%	4%	3%
GPT2 inhibitor	i	i	5%	0%	-4%	·	i	i	i
NIH3T3 tox	-17%	-29%	-29%	-11%	?	·	-1%	·	-2%
FLuc inh	-4%	·	·	4%	-14%	·	0%	·	·
